# Screening results deposited in PubChem BioAssay by The Scripps Research Institute Molecular Screening Center.
# proCasp7 act = counter-screen for procaspase-3 activators: activators of human procaspase-7; AID 463210; actives 0.093% (n = 330,000); recombinant procaspase-7, Ac-DEVD-pNA absorbance 405 nm; D23A/D198A/D206A triple mutant, cannot self-cleave; scale: DMSO 0, 5 µM enzyme 100; activation, % at 8.5 µM;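 active means percent activation above the screen-wide mean plus 3 SD, cut at about 25% in these data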
#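 Assay system: Uncleavable procaspase-7 mutant enzyme | Input: 2 µM procaspase-7 mutant as dispensed | Timing: 1 h compound preincubation, 2 h substrate cleavage, 25 °C | Repeats: One well per compound | Control set: DMSO wells as 0%, DMSO with 5 µM added PC-7 as 100% | Technique: Epi-absorbance of released pNA at 405 nm, two timepoints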
# CTSL1 counter = counter-screen for PFM18AAP inhibitors: inhibitors of F. hepatica cathepsin L1 | recombinant F. hepatica cathepsin L1, Z-Leu-Arg-MCA fluorescence | inhibition, % at 5.96 µM | actives 0.49% (n = 300,000) | AID 1906;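 active means inhibition above the mean of all tested compounds plus 3 SD, set per screening campaign, cut at about 17% in these data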;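 further: 0% = plate median of test compound wells and 100% = 1 µM Z-Phe-Ala-diazomethylketone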
# PP5 inh = inhibitors of human protein phosphatase 5 (PP5). P53041. purified PP5c, OMFP substrate fluorescence. inhibition, % at 6.7 µM. actives 0.18% (n = 320,000). AID 1987;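 active means inhibition above the campaign's mean inhibition across all tested compounds plus 3 SD, cut at about 9.5% in these data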;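 further: 0% = DMSO only and 100% = 100 µM cantharidin control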
# Target sequence (P53041 whole entry, looked up): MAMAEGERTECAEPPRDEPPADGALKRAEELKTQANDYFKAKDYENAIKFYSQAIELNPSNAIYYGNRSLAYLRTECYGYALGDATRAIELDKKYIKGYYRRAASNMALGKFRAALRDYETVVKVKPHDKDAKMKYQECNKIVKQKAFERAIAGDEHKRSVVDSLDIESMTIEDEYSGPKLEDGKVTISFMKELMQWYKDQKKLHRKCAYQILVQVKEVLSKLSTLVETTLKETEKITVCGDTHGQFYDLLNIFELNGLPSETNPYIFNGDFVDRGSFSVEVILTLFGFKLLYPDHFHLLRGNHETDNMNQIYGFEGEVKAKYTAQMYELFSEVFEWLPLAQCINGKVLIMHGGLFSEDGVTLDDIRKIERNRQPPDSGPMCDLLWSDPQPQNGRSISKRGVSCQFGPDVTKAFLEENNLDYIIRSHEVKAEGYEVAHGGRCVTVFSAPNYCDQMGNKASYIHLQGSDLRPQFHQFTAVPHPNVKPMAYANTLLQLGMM
# TPT1 inh = blocks Candida albicans tRNA 2'-phosphotransferase. recombinant caTPT1, FP RNA substrate dephosphorylation. inhibition, % at 5 µM. actives 0.81% (n = 300,000);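 active means inhibition above the mean of all tested compounds plus 3 SD, set per screening campaign, cut at about 24% in these data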;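 further: plate controls were DMSO alone for no effect and ferristatin control at 100 nM for full effect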
# proCasp3 act = procaspase-3 (human) activation; P42574; recombinant procaspase-3 D3A, Ac-DEVD-pNA absorbance 405 nm; activation, % at 8.5 µM; actives 0.11% (n = 330,000);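 active means activation above the mean of all tested compounds plus 3 SD, cut at about 21% in these data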;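 further: 0% = DMSO alone and 100% = DMSO wells spiked with extra 5 µM PC-3 D3A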
# Target sequence (P42574 whole entry D9A/D28A/D175A): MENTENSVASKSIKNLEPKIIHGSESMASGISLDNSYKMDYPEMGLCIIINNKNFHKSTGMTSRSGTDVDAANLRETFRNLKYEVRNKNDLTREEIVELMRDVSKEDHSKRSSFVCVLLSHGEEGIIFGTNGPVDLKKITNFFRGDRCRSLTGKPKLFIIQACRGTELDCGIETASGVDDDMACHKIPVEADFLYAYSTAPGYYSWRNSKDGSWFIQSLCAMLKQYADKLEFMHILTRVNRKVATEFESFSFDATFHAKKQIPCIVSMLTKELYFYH
#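 System: Procaspase-3 D3A mutant. Medium: Zinc-free 300 mM NaCl, 50 mM HEPES, 0.01% Triton X-100. Schedule: 1 h preincubation plus 2 h reaction at 25 °C. Measured by: 405 nm absorbance of p-nitroaniline, reads at 0 and 120 min. Read-out: percent activation relative to control range.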
# AHR act = activates the human aryl hydrocarbon receptor | AHR-responsive luciferase reporter cells, luminescence | activation, % at 5 µM | actives 2.5% (n = 320,000) | P35869; in the data active means activation above about 47%;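 further: 0% = vehicle wells and 100% = reference agonist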
# PP1 counter = counter-screen for PP5 inhibitors: inhibitors of human PP1-alpha; purified PP1alpha, OMFP fluorescence; AID 2235; actives 0.9% (n = 320,000); P62136; inhibition, % at 6.7 µM;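 active means inhibition above the mean inhibition of all tested compounds plus 3 SD, computed separately for each screening campaign, cut at about 15% in these data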
# HCV core dimer = blocks dimerization of HCV core protein; actives 0.33% (n = 300,000); AID 1899; TR-FRET GST/Flag-core106 dimerization, 1536-well; inhibition, % at 5 µM;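 active means inhibition above the mean of all tested compounds plus 3 SD, set per screening campaign, cut at about 45% in these data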
#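 test system = GST/Flag-tagged HCV core106 proteins | probe or stimulus = Eu donor and XL665 acceptor anti-tag antibodies | times = compound-protein-antibody incubation 4 h at 22.5 °C | signal = TR-FRET, excitation 340 nm, emission 617 and 671 nm | measure = percent inhibition of core106 dimerization signal | controls = wells lacking GST-core106 and wells with excess unlabelled core106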
# PAFAH2 inh = PAFAH2 (human) inhibition; recombinant PAFAH2, FP-rhodamine activity probe, fluorescence polarization; inhibition, % at 3.39 µM; actives 0.99% (n = 340,000);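 active means inhibition above the mean over all tested compounds plus 3 SD, cut at about 30% in these data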;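 further: inhibitors block probe labeling of enzyme so polarization drops; 0% = enzyme with DMSO and 100% = wells lacking PAFAH2 protein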
# The depositor's hits bear a star; nt = not tested or not shown.
SMILES,proCasp7 act,CTSL1 counter,PP5 inh,TPT1 inh,proCasp3 act,AHR act,PP1 counter,HCV core dimer,PAFAH2 inh
Cc1cc2cc3c(C)cc(=O)oc3c(C)c2o1,21,0,0.7,-3,8,0,0,6,4
CC(C)CCC(=O)N1CCC(N2CCC(C(=O)NCc3ccccn3)CC2)CC1,9,-5,-0.7,-6,-3,1,-2,2,-5
COc1ccccc1CNC(=O)C1CCN(S(=O)(=O)c2cccc3nonc23)CC1,22,-1,-0.8,1,-1,0,5,12,-11
COCc1nnc(N)s1,-8,-2,-0.1,0,9,-2,-1,-3,-3
Cc1ccc(Sc2cc(C)nc(-c3ccccn3)n2)cc1,10,-1,-1.1,-2,-14,3,10,3,-1
C=CCn1c(SCC(=O)NC2CCCc3ccccc32)nnc1-c1ccncc1 (stereo not drawn),-7,-2,1.3,0,2,4,4,-4,-2
COc1cccc(/C=N/n2c(COc3ccccc3)n[nH]c2=S)c1,-12,-14,1.6,-1,-8,3,1,-5,-4
Cc1nc(Cc2nnc(SCC(=O)N3CC(=O)Nc4ccccc43)o2)cs1,0,nt,nt,nt,0,6,nt,nt,-3
O=C(CCc1ccncc1)NC1CCCc2c1cnn2-c1cc(F)cc(F)c1 (stereo not drawn),0,0,-0.7,0,3,9,-5,-7,1
COc1cccc(C(=O)Nc2cc([N+](=O)[O-])ccc2N2CCN(C)CC2)c1,-1,-2,-2.6,-1,2,7,-4,5,-11
CC(/C=N/NC(=O)C(O)c1ccccc1)=C\c1ccccc1 (stereo not drawn),11,2,0.7,0,1,5,-3,3,7
COc1cc(/C=C/C(=O)C2C(=O)C=C(C)OC2=O)cc(OC)c1O (stereo not drawn),-20,1,1.9,37*,-17,6,4,2,-3
COc1cc(OC)c(-c2noc(C(=O)OC(C)(C)C)c2C(=O)OC(C)(C)C)c(OC)c1,-6,-1,3.0,0,-6,0,2,1,-9
COc1cccc(/C=C/c2n[nH]c(=O)c(C#N)c2C)c1,5,2,-0.4,0,-9,4,-2,2,6
COCC(C)NC(=O)CCSc1nc(-c2ccc(OC)cc2)cc(C(F)(F)F)n1 (stereo not drawn),-6,6,1.9,-1,0,-3,1,8,4
COC/C=C/C1=CC2=CC(=O)C(C)(OC(=O)CCC(=O)OC)C(=O)C2=CO1 (stereo not drawn),-2,-8,0.9,-11,-7,1,4,21,nt
CCCNC(=O)c1ccc2c(=O)n3c(-c4ccc(C)cc4)csc3nc2c1,-14,-2,3.4,-1,-2,5,2,-30,2
CCCCOC(=O)c1ccc(S(N)(=O)=O)o1,-1,-2,0.3,1,6,1,-3,2,3
O=C(NCc1ccccn1)c1ccc(COc2ccc(Cl)cc2)o1,-1,1,1.8,-4,6,3,-1,-2,2
C/C(=N\O)C(C)(C)Nc1cccc(F)c1,1,0,-0.5,1,13,-2,-4,-3,0
Cc1cc(C)cc(N2CC(C)Cn3c2nc2c3c(=O)[nH]c(=O)n2C)c1 (stereo not drawn),8,2,1.2,-2,7,12,1,-6,2
CCC(=O)Nc1ccccc1-c1nnn(CC(=O)N2c3ccccc3CC2C)n1 (stereo not drawn),5,-1,3.0,0,12,4,-4,5,3
NNc1nc2c(Cl)ccc(Cl)c2s1,2,-4,0.1,1,-5,56*,2,7,-5
NC(Cc1c[nH]c2ccccc12)C(=O)NCc1ccccc1 (stereo not drawn),2,0,-0.3,1,-6,1,-6,3,17
CC(=O)N1CCN(C(=O)c2ccc(S(=O)(=O)Nc3ccccc3Cl)cc2)CC1,9,-2,0.9,-2,7,-1,-3,-2,0
# (cont.)
SMILES,proCasp7 act,CTSL1 counter,PP5 inh,TPT1 inh,proCasp3 act,AHR act,PP1 counter,HCV core dimer,PAFAH2 inh
CCOP(=O)(OCC)c1nc(Cc2ccccc2)oc1NCc1ccccc1,4,-2,1.6,-1,3,2,-4,4,7
C=COCCNC(=S)N1CCOCCOCCN(C(=S)NCCOC=C)CCOCC1,4,7,-5.3,-1,4,4,2,-2,2
Cc1ccc(-c2nnc(NCc3ccccc3)c3ccccc23)cc1,1,3,4.1,-2,0,5,6,6,-11
Cc1ccc(C(=O)N/N=C/c2nc3ccccc3n2C)cc1,0,5,2.0,0,-3,-6,0,0,7
COc1cc(-c2nnc(SCC(=O)NC3CCS(=O)(=O)C3)o2)cc(OC)c1OC (stereo not drawn),5,0,0.6,0,4,2,-2,-1,11
O=C(Cn1cc(C(=O)C2CCCCC2)c2ccccc21)NCC1CCCO1 (stereo not drawn),-2,-2,1.6,2,-5,6,4,0,2
O=C1OC(Oc2ccccc2)(c2ccccc2)c2ccccc21 (stereo not drawn),0,-1,5.5,0,3,2,-4,-5,6
CCOc1[nH]n(-c2ccccc2)c(=O)c1C=Nc1ccccc1,-1,1,3.3,1,1,15,0,1,-5
CC(NC(=O)C1CCCN1S(=O)(=O)c1ccccc1)c1ccccc1 (stereo not drawn),6,1,0.2,-3,-2,-3,1,-1,11
Cc1ccc(SCC(=O)Nc2cccnc2)cc1,10,-2,3.3,1,2,2,-1,-3,-4
CCOC(=O)c1c(S(=O)(=O)NCC(=O)Nc2ccc(F)cc2F)c(C)n(C)c1C,8,-8,3.0,-1,-4,1,-5,-7,-2
Cc1ccc(C(C)C)cc1NC(=O)Nc1ccc([N+](=O)[O-])cc1,-9,4,5.7,1,-1,20,9,-3,-12
Cn1nnnc1SCc1nnc(-c2ccccc2Br)o1,4,10,-0.2,1,-2,13,-3,17,3
COCCN(Cc1cccs1)S(=O)(=O)c1csc(C(N)=O)c1,2,-8,-1.8,2,3,1,-5,0,4
Cc1cccc(CSc2nc3nc(C)cc(C)n3n2)c1,8,3,-2.2,2,-10,2,-3,1,-3
NNC(=O)CSc1nnnn1-c1ccccc1,1,-3,3.9,-1,4,6,-2,-1,0
O=C(C[n+]1cc(-c2ccc(F)cc2)n2c1CCC2)c1cccs1,3,0,-1.6,-2,-4,5,1,0,-3
Cc1sc2c(c1C)C(=O)/C(=C\Nc1ccccn1)S(=O)(=O)N2C,5,0,-0.4,1,7,5,-2,-1,-1
O=S1(=O)CCN(Cc2ccccn2)CC1,1,4,-0.5,-1,6,3,-1,-13,-2
O=S(=O)(NCC1CCCN(Cc2ccccc2O)C1)c1cccc2cccnc12 (stereo not drawn),5,5,2.2,-2,0,0,0,7,0
COc1ccc(CCNC(=O)CNS(=O)(=O)c2ccc(N(C)C)c([N+](=O)[O-])c2)cc1OC,-14,1,1.7,2,-11,6,-8,-9,2
C/C(N)=C(/C#N)C(=O)COC(=O)C1CCN(C(=O)c2ccc(Cl)cc2)CC1,7,1,2.0,-3,3,-2,-1,-3,4
COc1cc(NC(=S)Nc2ccccn2)cc(OC)c1OC,8,0,4.2,-3,0,77*,1,0,1
Cc1cc(C)n(-c2nc3ccccc3n3cnnc23)n1,-4,7,-2.1,-6,4,3,-2,-9,-9
O=C(Oc1ccc(=O)n(-c2ccccc2)n1)c1ccccc1,-6,-4,-0.1,-2,-6,-2,-1,-2,1
# Next section:
SMILES,proCasp7 act,CTSL1 counter,PP5 inh,TPT1 inh,proCasp3 act,AHR act,PP1 counter,HCV core dimer,PAFAH2 inh
O=C(OCc1nc2ccccc2s1)c1ccco1,8,-4,0.2,2,-2,10,-3,-3,19
CC(C)c1ccc(/C=N/NC(=O)CCNC(=O)c2ccccc2)cc1,3,0,0.9,1,-2,11,-1,9,-5
CCC(=O)N1CCc2cc(S(=O)(=O)CCC(=O)Nc3ccc(C)c(F)c3)ccc21,-14,2,1.2,0,-2,0,-4,-3,4
O=C(OCc1cccc([N+](=O)[O-])c1)c1cc(=O)[nH]c2ccccc12,5,3,-2.6,3,5,0,-2,3,nt
O=C(O)c1ccccc1OCc1ccccc1Cl,10,-2,-2.8,-1,-4,3,-3,-2,6
CC(C)C(c1nnnn1Cc1cccs1)N1CCN(c2ccccc2)CC1 (stereo not drawn),-9,2,-0.5,0,0,2,-1,5,3
CN1C(=O)CCC1(O)c1ccccc1 (stereo not drawn),-10,-3,2.5,-1,0,0,-5,4,1
CC(C)c1ccc(N(CC(=O)NC2CCCCC2)C(=O)CCC(=O)Nc2ccccn2)cc1,2,0,1.8,4,2,0,-7,11,2
CC(=O)c1nc(N2C(=O)CC(Cc3cc(C)cc(C)c3)C2=O)sc1C (stereo not drawn),11,1,-1.5,-1,1,-1,-2,7,-6

# For reference, part of the list above.
SMILES,proCasp7 act,CTSL1 counter,PP5 inh,TPT1 inh,proCasp3 act,AHR act,PP1 counter,HCV core dimer,PAFAH2 inh
O=C(OCc1nc2ccccc2s1)c1ccco1,8,-4,0.2,2,-2,10,-3,-3,19
CC(C)c1ccc(/C=N/NC(=O)CCNC(=O)c2ccccc2)cc1,3,0,0.9,1,-2,11,-1,9,-5
CCC(=O)N1CCc2cc(S(=O)(=O)CCC(=O)Nc3ccc(C)c(F)c3)ccc21,-14,2,1.2,0,-2,0,-4,-3,4
O=C(OCc1cccc([N+](=O)[O-])c1)c1cc(=O)[nH]c2ccccc12,5,3,-2.6,3,5,0,-2,3,nt
O=C(O)c1ccccc1OCc1ccccc1Cl,10,-2,-2.8,-1,-4,3,-3,-2,6

# Whole records, looked up by structure. Screens in order: proCasp7 act | CTSL1 counter | PP5 inh | TPT1 inh | proCasp3 act | AHR act | PP1 counter | HCV core dimer | PAFAH2 inh
# `O=S1(=O)CCN(Cc2ccccn2)CC1` reads 1 | 4 | -0.5 | -1 | 6 | 3 | -1 | -13 | -2
# `COc1cc(-c2nnc(SCC(=O)NC3CCS(=O)(=O)C3)o2)cc(OC)c1OC` (stereo not drawn) reads 5 | 0 | 0.6 | 0 | 4 | 2 | -2 | -1 | 11
